Source: PubChem BioAssay (several laboratories)
IDE act = human IDE activators in live cells, primary screen, fluorescence polarization, HEK cells, FAbeta-B substrate. Insulin-degrading enzyme (Homo sapiens), P14735. FAbeta-B cleavage; 0% vehicle, 100% cell-free pure enzyme wells. activation, % at 5.96 µM. 340,000 tested, 0.073% active. AID 493087, 2011;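 active means activation above the mean of all tested compounds plus 3 SD, set per screening campaign, cut at about 17% in these data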
Target sequence (P14735 whole entry, looked up): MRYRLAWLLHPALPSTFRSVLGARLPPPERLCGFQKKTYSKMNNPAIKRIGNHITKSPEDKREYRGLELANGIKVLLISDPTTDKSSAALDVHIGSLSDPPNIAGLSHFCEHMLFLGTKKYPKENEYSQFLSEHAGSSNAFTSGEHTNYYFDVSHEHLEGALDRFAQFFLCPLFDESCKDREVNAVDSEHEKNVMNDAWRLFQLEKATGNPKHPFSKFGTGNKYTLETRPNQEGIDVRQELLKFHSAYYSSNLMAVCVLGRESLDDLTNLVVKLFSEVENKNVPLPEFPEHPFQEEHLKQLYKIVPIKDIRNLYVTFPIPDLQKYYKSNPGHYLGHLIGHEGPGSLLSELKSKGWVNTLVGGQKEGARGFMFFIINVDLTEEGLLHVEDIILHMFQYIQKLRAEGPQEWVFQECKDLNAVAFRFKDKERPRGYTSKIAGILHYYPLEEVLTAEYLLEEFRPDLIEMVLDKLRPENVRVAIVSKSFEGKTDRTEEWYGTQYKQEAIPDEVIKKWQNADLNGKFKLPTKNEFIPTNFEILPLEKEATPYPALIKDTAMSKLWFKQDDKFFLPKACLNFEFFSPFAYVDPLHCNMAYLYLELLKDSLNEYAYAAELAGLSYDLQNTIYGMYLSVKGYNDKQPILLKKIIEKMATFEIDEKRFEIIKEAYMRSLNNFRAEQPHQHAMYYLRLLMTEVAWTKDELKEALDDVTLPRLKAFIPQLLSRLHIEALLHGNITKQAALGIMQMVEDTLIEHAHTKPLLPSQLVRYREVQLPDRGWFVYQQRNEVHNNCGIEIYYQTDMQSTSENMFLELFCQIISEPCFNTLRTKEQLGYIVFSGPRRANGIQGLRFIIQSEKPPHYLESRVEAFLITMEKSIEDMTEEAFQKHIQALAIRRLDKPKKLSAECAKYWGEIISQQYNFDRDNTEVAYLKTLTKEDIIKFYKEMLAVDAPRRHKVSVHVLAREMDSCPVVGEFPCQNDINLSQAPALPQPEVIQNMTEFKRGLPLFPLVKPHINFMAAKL
M18AAP inhibitor = PfM18AAP inhibitors, malaria aminopeptidase, primary screen, biochemical, QFRET, recombinant enzyme | H-Glu-NHMec fluorogenic cleavage | inhibition, % at 7.35 µM | 290,000 tested, 1.2% active | AID 1822, 2009 | M18 aspartyl aminopeptidase (Plasmodium falciparum 3D7);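 active means inhibition above the campaign mean inhibition over all tested compounds plus 3 SD, cut at about 28% in these data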;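 further: 0% = plate median of test compound wells and 100% = 2 mM ZnCl2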
HCV NS3 hel inh = inhibitors of HCV NS3 helicase, primary screen, biochemical, Cy5 molecular beacon fluorescence; 290,000 tested, 0.56% active; AID 1800, 2009; inhibition, % at 10.9 µM; Hepatitis C virus NS3 helicase; NS3 helicase DNA unwinding;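 active means inhibition above the mean of all tested compounds plus 3 SD, set per campaign, cut at about 35% in these data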;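 further: 0% = DMSO wells and 100% = thioflavine S control wells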
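Compound dosing – single dose, 10.9 µM nominal final, DMSO 0.8% final · System – NS3 helicase fragment of HCV · Buffer or medium – MOPS pH 6.5, MgCl2, DTT, Tween20, BSA · Signal – Cy5 beacon fluorescence read at start and 1 h · Also added – annealed dual-labelled DNA beacon duplex, ATP-started · Schedule – 1 h at 25 °C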
p-CIP stab down = p/CIP-EGFP fusion destabilizers, primary screen, fluorescence, F442A cells; AID 1984, 2009; 16 h; 290,000 tested, 0.01% active; decrease of EGFP signal, % at 10 µM; Q05BA5;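 active means EGFP signal decrease of at least 30% at 10 µM or well 3 SD below plate mean, unless failing retest; inactive means the rest, including hits failing retest or dose response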; further: some compounds called inactive have numbers as strong as hits; many of its hits are not listed in these tables
IMP-1 inh = IMP-1 metallo-beta-lactamase inhibitors, primary screen, biochemical, epi-absorbance readout, Pseudomonas aeruginosa enzyme. metallo-beta-lactamase IMP-1 (Pseudomonas aeruginosa). purified IMP-1, nitrocefin hydrolysis, epi-absorbance fluorescence. inhibition, % at 5.6 µM. 290,000 tested, 0.45% active;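 active means inhibition above the mean plus 3 SD of all compounds in the same screening run, cut at about 4.5% in these data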;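 further: 0% = IMP-1 with DMSO and 100% = DMSO wells lacking enzyme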
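System – purified recombinant IMP-1 beta-lactamase · Input – IMP-1 dispensed at 0.2 nM · Timing – 15 min preincubation plus 25 min reaction at 25 °C · Signal – Epi-absorbance fluorescence, 480 nm excitation, 530 nm emission · Measure – percent IMP-1 inhibition derived from blank-referenced optical density · Controls – Enzyme-plus-DMSO low control, enzyme-free DMSO high control · Replication – singlicate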
FID counter = compounds displacing fluorescent DNA intercalator, primary screen, artefact control for HCV NS3 helicase inhibitor project, biochemical, FID fluorescence; AID 1845, 2009; DNA fluorescent intercalator displacement; inhibition, % at 7.9 µM; 290,000 tested, 0.17% active; in the data active means inhibition above about 37%;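 further: 0% = vehicle and 100% = reference compound; higher means more ethidium bromide displaced from hairpin DNA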
VIM-2 inh = VIM-2 metallo-beta-lactamase inhibitors, primary screen, biochemical, epi-absorbance readout, Pseudomonas aeruginosa enzyme | 290,000 tested, 0.89% active | inhibition, % at 5.6 µM | purified VIM-2, nitrocefin hydrolysis, epi-absorbance fluorescence;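 active means inhibition above the mean of all tested compounds plus 3 SD, cutoff set per screening run, cut at about 7.5% in these data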;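 further: red hydrolysis product quenches plate fluorescence so inhibitors raise well fluorescence; 0% = enzyme with DMSO and 100% = DMSO without enzyme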
IDE inh = human IDE inhibitors in live cells, primary screen, fluorescence polarization, HEK cells, FAbetaB substrate. Insulin-degrading enzyme (Homo sapiens), P14735. FAbetaB cleavage. inhibition, % at 5.59 µM. 320,000 tested, 0.41% active;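 active means percent inhibition above the average of all tested compounds plus 3 SD, set per screening campaign, cut at about 16% in these data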;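 further: IDE supplied by intact live HEK cells; FP after avidin binding of uncleaved biotin substrate so inhibition keeps polarization high; 0% = DMSO wells and 100% = 60 µM reference IDE inhibitor Ii1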
SUMO HTRF inh = inhibitors of in vitro SUMOylation cascade, primary screen, biochemical, HTRF, uHTS | SUMO-conjugating enzyme UBC9 (Homo sapiens), P63279 | HTRF SUMOylation assay, SAE1/SAE2 + UBC9 | inhibition, % at 35 µM | 290,000 tested, 0.36% active | AID 2006, 2009; in the data active means inhibition above about 50%, passing the limit was not always enough; further: strong numbers were not always called active
Starred values were filed as active, the others as inactive; · = not tested or not shown; & = joins results of further samples.

SMILES | IDE act | M18AAP inhibitor | HCV NS3 hel inh | p-CIP stab down | IMP-1 inh | FID counter | VIM-2 inh | IDE inh | SUMO HTRF inh
CC(C(=O)O)N1C(=O)CSc2ncccc21 (stereo unspecified) | 4 | 0 | 5 | -3 | -1.4 | 5 | -2.2 | 3 | 7
Clc1ccc2c(c1)C(c1cccs1)=NNC(c1cccnc1)=N2 | 5 | 0 | 0 | -6 | -1.8 | -9 | -7.7 | -2 | -10
Cc1ccc(-c2noc(C3CCCN(S(=O)(=O)c4ccc(S(=O)(=O)N(C)C)cc4)C3)n2)o1 (stereo unspecified) | 0 | -3 | -4 | -6 | -4.5 | -5 | -2.2 | -2 | 35
COc1ccc(/C=C2\OC(=O)c3c(OC)cccc32)cc1OC | -1 | 5 | 1 | -25 | -2.1 | -18 | 6.6 | 2 | 39
COc1cc2c(C(=O)NCc3ccc4c(c3)OCO4)cn(CC(C)C)c(=O)c2cc1OC | 3 | 8 | -6 | 2 | -2.2 | -6 | -3.2 | 5 | -14
CCOC(=O)N1CCN(Cc2nc(N)nc(Nc3ccc(Oc4ccccc4)cc3)n2)CC1 | -4 | -4 | -92 | 8 | -2.1 | -27 | -2.8 | 12 | -8
CCOc1cccc(-c2c(C(=O)N/N=C/c3sccc3C)nnn2-c2nonc2N)c1 | -1 | -2 | 8 | -4 | -1.5 | -25 | 0.0 | -4 | -11
O=C(Nc1ccc(Cl)cn1)C1CC1 | 4 | -5 | 14 | 10 | -3.4 | 1 | -2.1 | 2 | -2
C/C=C(\C)C(=O)NCCN1C2=NC[C@H](Cc3ccccc3)N2C[C@H]1Cc1ccc(O)cc1 | -2 | 0 | -25 | 1 | -2.6 | 8 | -2.3 | 1 | 4
CC(=O)C(Cc1ccc(Cl)nc1)(Cc1ccc(Cl)nc1)C(C)=O | 3 | 0 | 1 | 0 | -2.4 | -2 | -1.3 | -1 | -4
O=C(COc1ccc(-c2ccccc2)cc1)N1CCN(C(=O)c2cccs2)CC1 | -5 | -4 | -18 | -10 | -0.5 | -37 | -0.2 | 0 | -4
CCOc1ccccc1NC(=O)C12CC3CC(C1)CC(c1ccc(C)cc1)(C3)C2 | 3 | -10 | 5 | -3 | -7.2 | -8 | -4.2 | 2 | -16
Cc1ccc(N2CC(C(=O)Nc3ccc(S(=O)(=O)N4CCCC4)cc3)CC2=O)cc1 (stereo unspecified) | -12 | 6 | -2 | -14 | 1.5 | -27 | -2.6 | 3 | -4
Cc1ccnc2nc(NC(=O)c3ccco3)nn12 | -2 | 0 | 2 | -6 | -0.3 | -1 | -2.0 | 4 | 12
CCc1cc2c(SCc3ccc(C(=O)OC)o3)ncnc2s1 | -3 | 4 | -7 | 13 | -2.5 | -32 | 0.3 | 5 | -2

Next part; it opens with the 2 that closed the last part.
SMILES | IDE act | M18AAP inhibitor | HCV NS3 hel inh | p-CIP stab down | IMP-1 inh | FID counter | VIM-2 inh | IDE inh | SUMO HTRF inh
Cc1ccnc2nc(NC(=O)c3ccco3)nn12 | -2 | 0 | 2 | -6 | -0.3 | -1 | -2.0 | 4 | 12
CCc1cc2c(SCc3ccc(C(=O)OC)o3)ncnc2s1 | -3 | 4 | -7 | 13 | -2.5 | -32 | 0.3 | 5 | -2
COCCn1c(SCC(=O)c2ccc(CNC(C)=O)o2)nc2ccccc2c1=O | 2 | 7 | 9 | 14 | -2.0 | -12 | -2.0 | -4 | -27
O=c1cc(NS(=O)(=O)c2ccccc2)nc(SCc2c(Cl)cccc2Cl)[nH]1 | -3 | -2 | -14 | 11 | -3.7 | 1 | -3.3 | 4 | 9
O=S1(=O)C=C(Oc2ccc3ccccc3c2)c2ccccc21 | 3 | 4 | -5 | -15 | -2.2 | -12 | -1.6 | 0 | -6
C[C@H](NC(=O)[C@@H]1Cc2ccccc2CN1)C(=O)NCC1CCCO1 (stereo partly specified) | -1 | 2 | -5 | -6 | -0.7 | 2 | -2.4 | 4 | 7
CCOc1cccc(C2/C(=C(/O)c3ccc4c(c3)CC(C)O4)C(=O)C(=O)N2CCCn2ccnc2)c1 (stereo unspecified) | 3 | 9 | 13 | 0 | -3.9 | -32 | -2.6 | 2 | 2
O=C(c1ccc(-c2cccc(Cl)c2Cl)o1)N1CCOCC1 | -2 | 5 | -2 | -3 | -0.3 | -25 | 2.3 | 3 | 2
O=C1C=C(c2ccccc2)OC(=O)C1C(=O)c1ccccc1 (stereo unspecified) | 1 | -11&2 | 2&4 | -28&3 | -2.8&-2.4 | -2&-4 | -2.3&-1.8 | 2 | 12&9
COc1ccc(-c2nc(CS(=O)CC(=O)NC3CCCC3)c(C)o2)cc1OC (stereo unspecified) | 4 | 2 | 21 | 3 | -2.5 | -35 | -3.2 | 4 | 5
CN(C)c1ccc(/C=N/NC(=O)C(O)c2ccc(Br)cc2)cc1 (stereo unspecified) | 6 | 2 | 7 | 3 | -1.1 | -4 | -6.8 | -6 | -7
COc1ccc2ccccc2c1/C=N/NC(=O)c1ccc(C)nc1 | 2 | 12 | -11 | 0 | 1.1 | -32 | 0.6 | 1 | -3
CC(=O)Nc1ccc(SCc2ncc(-c3ccccc3)o2)cc1 | -1 | 4 | -12 | -7 | -1.1 | -22 | -0.1 | 0 | 9
Cc1ccc(OCC(=O)NN2C(=O)c3ccccc3C2=O)cc1 | 8 | -6 | 12 | -5 | -2.9 | -4 | -3.9 | -1 | 4
CCOCCCn1c(SCC(=O)Nc2cccc(OC)c2)nc2ccccc2c1=O | 2 | 3 | -7 | -18 | -4.2 | -32 | -2.5 | · | 4
COc1ccc2[nH]c(=O)c(CN(Cc3ccccc3OC)Cc3nnnn3CC3CCCO3)cc2c1 (stereo unspecified) | -3 | 3 | -6 | 2 | -3.0 | -17 | -0.3 | 1 | 13
O=C(CSc1nnc(CNC(=O)c2ccc(F)cc2)o1)Nc1ccc2c(c1)OCO2 | 2 | -3 | 4 | -10 | -0.8 | -5 | -3.9 | 1 | 12
COc1ccc(C(CC(=O)O)NC(=O)COc2ccccc2OC)cc1OC (stereo unspecified) | 0 | 6 | 6 | 0 | -2.7 | -9 | -3.5 | 3 | 11
Cc1ccccc1NC(=O)CSc1nc2c(c(-c3ccco3)c1C#N)CCCC2 | 1 | -2 | -3 | -4 | -3.4 | -2 | -4.1 | 6 | 9
CCOC(=O)c1cnc(-n2nc(C)cc2C)nc1-n1nc(C)cc1C | 7 | 13 | -2 | 0 | 1.6 | -34 | 0.9 | 3 | 10
CN1CC2([N+](=O)[O-])CC=C(Oc3ccccc3)C([N+](=O)[O-])(C1)C2 (stereo unspecified) | -1 | -1 | 6 | -12 | -2.9 | -10 | -2.5 | -1 | 12
Cc1cc(Cl)ccc1NC(=O)C(=O)N/N=C/c1ccc2c(c1)OCO2 | 0 | 1 | 2 | 3 | -5.4 | -6 | -2.9 | -1 | 5
Cc1cccc(C(=O)N2CCC(c3nc(-c4ccc(S(=O)(=O)N5CCOCC5)cc4)no3)CC2)c1 | 4 | -9 | 8 | -22 | -1.7 | -2 | -7.8 | 1 | 19
CSc1nc(N(CCO)CCO)c2sc3nc(-c4ccco4)c4c(c3c2n1)CCC4 | -2 | 4 | 32 | 4 | 12* | -22 | 1.4 | · | 62*
CCOC(=O)c1nnn(-c2nonc2N)c1-c1ccccc1Cl | 4 | -1 | 3 | -11 | -1.3 | -13 | -2.3 | -4 | 16
COC(=O)COc1ccc(S(=O)(=O)N2CCN(c3ccccc3F)CC2)cc1 | -1 | 9 | 7 | 6 | 0.8 | -24 | -2.8 | -1 | 24
COC(=O)c1ccc(CN2CCN(CCc3ccccc3)C(CCO)C2)cc1 (stereo unspecified) | 6 | -15 | -9 | -3 | -4.9 | 1 | -1.0 | -9 | -8
CCOc1ccc(Cn2c(SCCCCC#N)nc3c2c(=O)n(C)c(=O)n3C)cc1OCC | 1 | -4 | 2 | -8 | 1.7 | -18 | 0.0 | 2 | 22
COc1ccc(CSc2nc(CSC)cc(N3CCOCC3)n2)cc1 | -1 | -6 | -1 | -6 | -2.1 | -23 | -2.9 | 8 | 3
Cc1ccc(-n2c(C)cc(C(=O)OCC(=O)N(CC(C)C)C3CCS(=O)(=O)C3)c2C)cc1 (stereo unspecified) | 0 | 10 | 0 | -19 | -4.8 | -17 | -3.3 | -2 | -8
CCOc1ccc(-n2nnc3c(=O)n(C/C=C/c4ccccc4)cnc32)cc1 | 9 | 2 | 0 | -1 | -6.5 | -3 | -4.2 | 3 | -5
CC(C)n1c(Nc2ccccc2)nc2ccccc21 | 5 | 7 | -11 | 5 | -4.8 | 91* | -7.4 | -1 | -9
FC(F)(F)c1cc(-c2cccs2)nc(NCc2ccco2)n1 | 5 | 7 | 7 | -23 | -0.3 | -4 | 0.6 | -3 | 0
O=C(COC(=O)[C@@H]1CC(O)CN1S(=O)(=O)c1ccc2c(c1)OCCO2)NCc1ccc(F)cc1 (stereo partly specified) | -1 | -1 | -5 | 10 | -0.1 | -19 | -2.6 | 9 | -17
O=C(NCCN1CCN(c2ccccc2)CC1)C1CCCN(S(=O)(=O)c2cnc[nH]2)C1 (stereo unspecified) | 4 | 0 | -6 | -24 | -2.1 | -1 | -0.1 | 8 | 0
COc1cccc(OC)c1C(=O)OCC(=O)NC(=O)NCc1ccccc1 | -2 | 5 | 11 | 21 | -3.5 | -12 | -1.8 | 3 | -1
Nc1ccccc1S(=O)(=O)c1ccccc1N | 4 | 4 | -1 | -3 | -2.8 | 1 | -2.9 | -3 | 14
Cc1cc(C(=O)OCC(=O)c2c(N)n(C)c(=O)n(C)c2=O)c(C)n1-c1ccccc1 | 2 | -9 | -7 | -4 | -1.3 | -3 | 0.1 | 2 | 7
c1ccc(-c2nc3ccccc3nc2-c2ccccn2)nc1 | -2 | 1 | 4 | 2 | -2.5 | 1 | 0.1 | -2 | 6
COc1cc(CN2CCN(C(=O)CC(C)C)CC2)c([N+](=O)[O-])cc1OC | 6 | 18 | 2 | -9 | -4.2 | -3 | -3.1 | 2 | 17
Cc1ccc(S(=O)(=O)N(C)c2c(C)ccc(S(=O)(=O)NC(C)(C)C)c2C)cc1 | · | 1 | 4 | -6 | -2.9 | -25 | -2.3 | -2 | -5
COc1ccccc1NC(=O)CSc1nc2ccccc2c(=O)n1CC1CCCO1 (stereo unspecified) | 0 | -7 | -2 | -19 | -2.0 | -33 | -0.8 | -2 | 11
